D1 potentiator – enhances dopamine response at the human D1 receptor; P21728; HEK293 TREx D1 cells, calcium flux, dopamine EC20 potentiation; potentiation, % at 10 µM; 0.036% of 360,000 active; AID 504651; in the data active = potentiation above about 30%; note: 0% is about no effect
Target sequence (P21728 whole entry, looked up): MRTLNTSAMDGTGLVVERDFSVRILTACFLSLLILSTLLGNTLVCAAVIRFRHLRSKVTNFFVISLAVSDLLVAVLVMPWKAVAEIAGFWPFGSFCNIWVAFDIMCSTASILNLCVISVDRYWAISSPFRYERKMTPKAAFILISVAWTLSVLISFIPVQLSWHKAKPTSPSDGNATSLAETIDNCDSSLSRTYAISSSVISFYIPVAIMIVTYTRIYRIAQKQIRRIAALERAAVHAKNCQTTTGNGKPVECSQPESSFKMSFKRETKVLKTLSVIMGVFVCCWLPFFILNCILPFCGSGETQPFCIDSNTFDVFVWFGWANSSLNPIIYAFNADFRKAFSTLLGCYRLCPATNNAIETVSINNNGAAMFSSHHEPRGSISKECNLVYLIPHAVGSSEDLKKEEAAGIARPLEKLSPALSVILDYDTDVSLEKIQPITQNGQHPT
D1 antagonist – antagonists of human D1 dopamine receptor | P21728 | HEK293 TREx D1 cells, calcium flux, dopamine EC80; active compounds read low | activity change, negative = inhibition, % at 10 µM | 3.2% of 360,000 active; in the data active = activity change below about -30%; note: % is set by controls: 0 for no effect and ±100 for the full control effect
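Tetracycline-induced HEK293 T-REx cells with force-coupled D1 receptor were loaded with a no-wash calcium dye. Compound was added after a 10 s baseline and read kinetically for 180 s; EC80 dopamine was then added and calcium flux followed another 180 s.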
D1 agonist – agonists of human D1 dopamine receptor. activation, % at 2 µM. AID 504660. P21728. HEK293 T-REx D1 cells, calcium flux, agonist mode. 1% of 360,000 active; in the data active = activation above about 30%; note: 0% is about no effect
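Inducible HEK293 T-REx D1 cells, force-coupled to calcium signalling, were plated at 4000 cells/well with tetracycline and held overnight at 30 C. After no-wash calcium dye loading, compound-evoked calcium rise over 180 s flagged agonists.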
RXFP1 ag – agonists of human relaxin receptor RXFP1 | HEK293T-RXFP1 cAMP TR-FRET, 30 min; response scale: percent of porcine relaxin response, buffer zero | Q9HBX9 | 0.3% of 370,000 active | Potency, µM (titrated, usually from 57.5 µM), for the others: at the top dose activation, hits mostly activators; note: potency is the fitted concentration of half-maximal effect; % is set by controls: 0 for no effect and ±100 for the full control effect; nearly all actives have a fitted effect of over 60% in size; many of its hits are not listed in these tables
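HEK293 cells stably expressing RXFP1, treated 30 min at 37C with compounds plus PDE4 inhibitor Ro 20174; cAMP measured by HTRF TR-FRET. Normalized to buffer and 29 nM porcine relaxin; EC50 by Hill fit.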
Vif-APOBEC3F blk – Vif-A3F binding inhibition; HeLa A3F-eYFP + Vif (tagged APOBEC3F with the HIV-1 protein that degrades it), YFP fluorescence increase; Potency, µM (doses to about 46.1 µM), for inactives: at the highest dose activity, negative = active; 0.2% of 390,000 active; note: potency is the fitted concentration of half-maximal effect; % of control where 0% means no effect; nearly all actives have a fitted effect of over 65% in size
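Fluorescence increase (Ex 488/Em 500-530) after overnight compound treatment at 37 deg C flags inhibition of Vif-driven A3F-eYFP loss in stable HeLa A3F-eYFP/Vif cells seeded overnight beforehand.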
GRP78 ERSR act – inducers of ER stress response in human glioma cells. Potency, µM, for inactives: at the top dose activation, usual class: activators. 0.02% of 420,000 active. AID 602332. U87-MG GRP78 promoter luciferase reporter, 16 h; note: potency is the fitted concentration of half-maximal effect; series mostly up to about 76 µM; % of control where 0% means no effect; nearly all actives have a fitted effect of over 35% in size
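ERSR induction read as luciferase luminescence (Bright-Glo, 10 min at room temperature) in stably transfected human U87-MG glioma cells exposed to compounds for 16 h, using GRP78 as sensor.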
D2 PAM – D2 dopamine receptor (human) potentiation. P14416. HEK293 T-REx D2, calcium flux, EC20 dopamine potentiation. potentiation, % at 10 µM. 0.34% of 340,000 active;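 active = potentiation over 3 SD above the plate norm, cut at about 30% in these data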; note: 0% is about no effect
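Potentiation of an EC20 dopamine calcium response measured kinetically over 180 s, after a preceding 180 s compound-only read flagging agonists. Cells: inducible Hek293 Trex D2 line, 4000/well, cultured overnight at 30 C before dye loading.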
LDHA block – inhibitors of human lactate dehydrogenase A. purified LDHA, NADH/diaphorase-resazurin fluorescence; active compounds read low. activity change, % (values are at about 110 or 230 µM). 0.15% of 480,000 active; in the data active = activity change below about -30%; inconclusive = mostly about -25% to -30%;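 note: plate controls were DMSO wells for no effect and wells without enzyme for full effect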
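LDH5 2 nM; NADH 0.06 mM, pyruvate 0.2 mM; 200 mM Tris pH 7.4, EDTA, Tween-20; 5 min RT. Detection: diaphorase 0.133 mg/mL + resazurin 37 µM, fluorescence ex540/em590 at 0 and 20 min; normalized to enzyme-free and DMSO wells.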
Vif-APOBEC3G blk – blocks the Vif interaction with human APOBEC3G | Q9HC16 | HeLa A3G-eYFP + Vif (tagged APOBEC3G with the HIV-1 protein that degrades it), YFP fluorescence, overnight | Potency, µM (series often up to 46.1 µM), for the others: at the top dose activity, negative = active, actives largely listed as inhibitors | 0.076% of 410,000 active | AID 602310;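 note: potency is the fitted concentration of half-maximal effect; % is set by controls: 0 for no effect and ±100 for the full control effect; nearly all actives have a fitted effect of over 60% in size; hits raise eYFP signal because A3G escapes Vif-driven loss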
Target sequence (Q9HC16 whole entry, looked up): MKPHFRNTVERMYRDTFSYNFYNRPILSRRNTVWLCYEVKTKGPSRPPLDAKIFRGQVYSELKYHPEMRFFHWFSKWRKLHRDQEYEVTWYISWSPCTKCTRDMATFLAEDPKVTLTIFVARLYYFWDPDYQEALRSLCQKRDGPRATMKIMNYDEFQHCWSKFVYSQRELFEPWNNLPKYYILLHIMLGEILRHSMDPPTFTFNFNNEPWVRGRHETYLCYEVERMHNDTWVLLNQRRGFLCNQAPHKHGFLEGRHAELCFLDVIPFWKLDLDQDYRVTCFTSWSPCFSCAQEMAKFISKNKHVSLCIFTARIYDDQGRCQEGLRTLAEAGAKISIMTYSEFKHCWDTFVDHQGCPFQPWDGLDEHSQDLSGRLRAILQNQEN
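Read-out is eYFP fluorescence (Ex 488/Em 500-530) from Vif-expressing HeLa A3G-eYFP cells; more signal means A3G escaped Vif-mediated degradation. Cells plated overnight, compound pinned in, incubated overnight at 37 deg C.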
* = called active by the depositor; u = inconclusive; x = not tested or not shown; & = joins results of further samples. Unless noted, calls come from the whole dose curve; as a rule, active = well fitted curve in the direction sought with a large enough effect; inconclusive = small, poorly fitted or top-dose-only effect, or another doubt; inactive = no such curve, though single readings can be large; an effect the other way counts as inactive or inconclusive. These rows are one share of the data; rates above refer to the full screens.

SMILES | D1 potentiator | D1 antagonist | D1 agonist | RXFP1 ag | Vif-APOBEC3F blk | GRP78 ERSR act | D2 PAM | LDHA block | Vif-APOBEC3G blk
Cc1oc(-c2ccccc2)nc1C(=O)O | -3.1 | 7.3 | 2.8 | -0.3% | -12.6% | -4.6% | x | -5.1 | 0.4%
CCOC(=O)c1sc(NC(=O)c2cc3nc(-c4ccc(Br)cc4)cc(C(F)(F)F)n3n2)c(C(=O)OCC)c1C | -3.5 | -6.7 | 1.4 | 9.6% | 9.9% | -6.6% | 3.8 | 5.6 | 0.3%
Cc1c(C)n(CC(O)CN(CCO)CCO)c2ccccc12 (centres undefined) | 0.7 | -8.1 | 1.8 | -2.1% | 0.8% | -1.4% | x | -0.1 | -0.8%
N#Cc1ccc(OCC(=O)N2CCN(S(=O)(=O)c3cccc(Cl)c3)CC2)cc1 | -6.6 | -1.9 | 2.3 | -0.3% | 4.6% | -2.8% | 15.9 | 3.8 | 0.2%
CC(C)C1CC(c2csc(N)n2)CCO1 (centres undefined) | 0.5 | 11.1 | 1.7 | -0.1% | -6.7% | -3.9% | 18.9 | 3.6 | -5.0%
CCOC(=O)c1c(-c2ccc(-c3ccccc3)cc2)csc1NC(=O)CCC(=O)O | -5.0 | -12.4 | 1.5 | -3.4% | 0.2% | -1.2% | 18.2 | -4.0 | -0.5%
CCN(CC)C(=S)SCC(=O)c1ccc(F)cc1 | -5.3 | 1.6 | -0.7 | 2.5% | 6.9% | 15.4% | x | -3.0 | 0.0%
O=C(c1ccc(S(=O)(=O)N2CCOCC2)cc1)N(c1ccccc1)C1C=CS(=O)(=O)C1 (centres undefined) | -7.5 | 8.7 | 1.1 | 0.0% | -2.7% | -3.8% | 1.1 | -6.3&-2.6 | 0.6%
O=C(CSc1nnc(-c2ccc(Cl)cc2)n1CC1CCCO1)NC1CCS(=O)(=O)C1 (centres undefined) | -0.4 | -20.3 | 1.8 | 0.0% | 0.0% | 1.0% | x | -2.4 | 0.4%
Cc1ccccc1Cn1c(SCc2ccc(C(=O)NC3CCCC3)cc2)nc2ccncc21 | -5.6 | -23.6 | 3.4 | 1.3% | 5.1% | 2.4% | -0.8 | -1.1 | -0.1%
COc1cccc(C(=O)Nc2ncc3c(n2)CC(C)(C)CC3=O)c1 | 11.4 | 0.0 | 1.1 | -0.6% | -7.3% | -1.9% | x | -3.6 | u
C=C1CC2C(=O)N(Cc3ccccc3)C(C(=O)OCC)(C(=O)OCC)C1N2C(=O)OC(C)(C)C (centres undefined) | x | x | x | x | 0.6% | -1.9%&-2.4% | x | 2.3 | 0.0%&-0.7%
Cc1ccc2nc(C)cc(C(=O)OCC(=O)Nc3c(C)n(C)n(-c4ccccc4)c3=O)c2c1 | -2.1 | 14.1 | -1.4 | -0.3% | 1.4% | -3.7% | -2.4 | -5.9 | -4.1%
CCCC(=O)Nc1ccccc1N1CCN(C(=O)C(C)C)CC1 | -1.2 | 11.4 | 0.4 | -0.8% | -1.7% | -4.7% | -5.6 | 0.3 | -2.2%
CCOc1ccc(CN2CCNC(=O)C2CC(=O)NCc2csc(C)n2)cc1 (centres undefined) | -3.2 | 32.0 | 3.5 | -0.1% | 3.6% | 1.5% | 4.3 | 2.8 | -0.8%
CCn1c(SCC(=O)Nc2ccccc2)nc2ccccc2c1=O | -2.5 | -1.2 | 3.9 | -0.1% | 0.8% | 0.1% | 0.5 | -5.1 | 1.8%
CCCC(=O)Nc1ccc(NC(=O)c2ccccn2)cn1 | -0.9 | -0.2 | 2.1 | 1.0% | 6.0% | -9.3% | 5.2 | -3.0 | -0.1%
COc1ccccc1NC(=O)c1cc(C2CC2)nc2c1c(C)nn2-c1ccc(C)cc1 | 7.2 | 3.8 | 1.5 | -1.6% | -0.4% | -2.1% | 3.1 | -8.8 | 3.6%
CCOC(=O)c1[nH]c2ccc(OC)cc2c1NS(=O)(=O)c1ccc(OC)cc1OC | -7.2 | 18.9 | 0.7 | 1.2% | -4.1% | -3.6% | 6.5 | 6.2 | 2.0%
COc1ccc(N(CC(=O)Nc2cc(Cl)ccc2OC)S(=O)(=O)c2c(C)noc2C)cc1 | -21.5 | -25.8 | 5.1 | 1.8% | -20.0% | -0.5% | -7.3 | -5.8 | u

Exported with values under each structure: entries from further up
Results follow in this order: D1 potentiator, D1 antagonist, D1 agonist, RXFP1 ag, Vif-APOBEC3F blk, GRP78 ERSR act, D2 PAM, LDHA block, Vif-APOBEC3G blk
> CCOc1ccc(CN2CCNC(=O)C2CC(=O)NCc2csc(C)n2)cc1 (centres undefined)
 : -3.2, 32.0, 3.5, -0.1%, 3.6%, 1.5%, 4.3, 2.8, -0.8%
> CCn1c(SCC(=O)Nc2ccccc2)nc2ccccc2c1=O
 : -2.5, -1.2, 3.9, -0.1%, 0.8%, 0.1%, 0.5, -5.1, 1.8%

Later entries
SMILES | D1 potentiator | D1 antagonist | D1 agonist | RXFP1 ag | Vif-APOBEC3F blk | GRP78 ERSR act | D2 PAM | LDHA block | Vif-APOBEC3G blk
C[C@H]1CN([C@@H](C)CO)C(=O)CCCn2nncc2CO[C@@H]1CN(C)C(=O)Cc1ccccc1 | x | x | x | x | -0.5% | -6.2% | x | 2.8 | -3.3%
O=C(c1ccc(S(=O)(=O)N2CCOCC2)cc1)N(c1ccc(F)cc1)C1C=CS(=O)(=O)C1 (centres undefined) | -2.0 | 0.3 | 1.4 | 1.1% | 1.3% | -1.8% | 8.5 | -4.1 | -0.8%
CN(CC(=O)NCCN1CCN(Cc2ccccc2)CC1)S(=O)(=O)c1cccc2nsnc12 | 2.0 | 0.5 | 0.7 | 0.1% | -13.1% | -2.7% | -11.1 | -8.8 | 1.5%
O=C(c1cccc(COc2ccc(Cl)cc2Cl)c1)N1CCN(c2ccccn2)CC1 | -8.6 | 8.7 | 3.6 | 3.5% | -6.5% | -4.5% | 17.3 | -1.7 | 2.3%
CN1CCN(/N=C/c2ccc(-c3ccccc3)cc2)CC1 | -5.6 | -76.2* | 72.1* | -2.2% | -13.1% | 1.9% | -3.1 | -11.0 | -0.4%
O=C(O)c1ccc(NC(CSCc2cccc(F)c2)C(=O)O)c([N+](=O)[O-])c1 (centres undefined) | -3.7 | 8.7 | 0.3 | 0.1% | -2.2% | -0.9% | 2.4 | -5.8 | 0.1%
Cc1ccc(N2C(=O)[C@@H]3C(c4cccnc4)=NO[C@@H]3C2=O)c(C)c1 | -1.5 | 21.3 | 1.7 | 2.9% | 6.8% | -3.4% | 2.0 | -18.2 | -4.7%
CC(NC(=O)c1cc(-c2ccc(Br)cc2)on1)c1ccccc1 (centres undefined) | -1.6 | 4.8 | 4.6 | -1.3% | 1.9% | 1.5% | -5.5 | 1.4 | -3.0%
Cc1ccc(C(c2nnnn2Cc2cccs2)N2CCN(Cc3ccc4c(c3)OCO4)CC2)cc1 (centres undefined) | 7.4 | 5.0 | 9.1 | 2.0% | -0.9% | -3.6% | -29.1 | -7.7 | 4.7%
O=C(Nc1nnc(COc2ccccc2)s1)c1ccco1 | -2.4 | 7.2 | 8.1 | 2.8% | u | 0.6% | -2.4 | 4.1 | -0.4%
CCN(CC)c1ccc(C=C2C(=O)OC(c3ccccc3)OC2=O)cc1 (centres undefined) | -0.3 | -2.9 | 0.2 | 0.1% | -19.9% | 2.2% | x | -0.4 | -0.6%
COc1ccc2nc(NC(=O)Cn3cnc4c(=O)n(C)c(=O)n(C)c43)sc2c1 | -7.3 | -22.5 | 0.0 | 2.5% | x | 4.1% | x | -4.8 | -1.3%
N#Cc1cc2c(=O)n3ccccc3nc2n(CCCn2ccnc2)c1=N | -6.0 | -14.6 | 1.2 | 5.4% | 2.7% | 0.7% | -3.5 | -6.7 | 4.0%
COc1ccc(NC(=O)c2sc3nc4c(cc3c2N)CN(Cc2ccccc2)CC4)c(OC)c1 | 3.5 | 2.9 | 0.1 | 13.1% | 11.2µM* | -1.0% | 14.3 | -0.9 | u
CCOc1ccc(CCNC(=O)c2ccc(Nc3nc4ccccc4n4nnnc34)cc2)cc1OCC | -4.1 | -4.2 | 3.7 | 6.7% | u | 0.1% | -15.0 | -13.4 | -5.0%
COc1ccc(OC)c(NC(=O)C2CC(C)=C(C)CC2C(=O)O)c1 (centres undefined) | -2.8 | -3.0 | 1.4 | -0.4% | -5.0% | -1.6% | -3.2 | 6.7 | -1.3%
COc1cccc2sc(N(C)c3ccccc3)nc12 | -3.7 | 1.9 | 24.2 | 0.5% | -7.0% | 5.4% | 19.6 | -7.2 | -0.4%
O=C1CCCN1CCC(=O)N1CCCC(Nc2ccc(F)cc2)C1 (centres undefined) | -0.5 | -8.9 | -0.3 | -0.7% | u | -1.4% | -7.4 | -1.4 | -4.5%
COc1cccc(CNC(=O)CSc2n[nH]c(-c3ccccc3Cl)n2)c1 | -1.1 | -21.6 | -1.7 | 1.4% | -1.9% | -3.3% | -6.8 | 2.2 | -0.9%
Cn1c(=O)cc(N2CCN(C(=O)c3ccco3)CC2)[nH]c1=O | -3.4 | -5.4 | 2.1 | -1.3% | -6.1% | -4.8% | 10.6 | 3.6 | -0.4%
O=C(O)c1ccc(C2SCC(=O)N2Cc2ccco2)cc1 (centres undefined) | 1.1 | -3.5 | 0.9 | 2.1% | -3.3% | -2.7% | -6.9 | 2.7 | -5.0%
COc1ccccc1OCCn1c(=S)[nH]c2ccccc21 | -12.7 | -6.4 | -0.4 | 0.8% | u | 1.1% | 9.0 | 3.0 | -9.9%
CC(C)c1nc2oc3c(N4CCNCC4)ncnc3c2c2c1CCC2 | x | x | x | x | 0.8% | 7.6% | x | -4.6 | 1.9%
O=C(NCc1ccccc1)C1=C[C@H](C2CCCCC2)C[C@H](OCc2ccc(CO)cc2)O1 | 1.1 | -0.8 | 0.5 | -1.0% | 6.2% | -0.6% | -0.2 | -4.0 | -0.3%
CCOC(=O)c1c(NC(=O)C2CC=CCC2C(=O)O)sc(C)c1CC (centres undefined) | 2.5 | 0.3 | 5.4 | 4.8% | -10.9% | 0.6% | 13.4 | -0.6 | -2.9%
Oc1cccc(NC(=S)Nc2ccc(SC(F)F)cc2)c1 | 0.8 | -28.0 | 5.7 | -0.6% | -1.6% | 7.8% | 2.0 | -5.0 | 4.3%

Assay outcomes from PubChem BioAssay.
